Assay outcomes from PubChem BioAssay.
PLC-beta3 inh: human PLC-beta3 inhibitors, primary screen, biochemical, fluorescence; 1-phosphatidylinositol 4,5-bisphosphate phosphodiesterase beta-3 (Homo sapiens), Q01970; Purified PLC-beta3, fluorogenic substrate; inhibition, % at 12.2 µM; 370,000 compounds, 0.18% hits; in the data active = inhibition above about 11%;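 also: 0% = median of compound wells on plate and 100% = full blocker control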
hcDAF-12 act: H. contortus DAF-12 nuclear receptor activators, primary screen, cell-based, luminescence, HEK293, lit1-tk-luc reporter; 370,000 compounds, 1.4% hits; activation, % at 6.8 µM; HEK293 hcDAF-12 lit1-tk-luc reporter; 0% DMSO, 100% Δ7-dafachronic acid;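 active = activation above the mean of all tested compounds plus 3 SD, cut at about 5.5% in these data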;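 also: 100% = response to 3 µM Δ7-dafachronic acid high control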
ssDAF-12 act: S. stercoralis DAF-12 nuclear receptor activators, primary screen, cell-based, luminescence, HEK293, GRIP1 co-expression, lit1-tk-luc. 370,000 compounds, 1% hits. Nuclear hormone receptor DAF-12 (Strongyloides stercoralis). HEK293 ssDAF-12/GRIP1 lit1-tk-luc reporter; % of 3 µM dafachronic acid response. activation, % at 6.8 µM;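 active = activation above the mean over all tested compounds plus 3 SD, cut at about 0.9% in these data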;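 also: 0% = DMSO-only wells and 100% = 3 µM delta7-dafachronic acid wells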
hgDAF-12 ag: H. glycines DAF-12 receptor agonists, primary screen, cell-based, luminescence, HEK293, GAL4 fusion, UAS-luciferase | Nuclear hormone receptor DAF-12 (Heterodera glycines), GAL4 fusion | 370,000 compounds, 1.8% hits | activation, % at 6.8 µM | HEK293 GAL4-hgDAF12 UAS-luciferase reporter, agonist luminescence; normalized to butyrate control;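 active = activation above a cutoff set at the mean of all screened compounds plus 3 SD, cut at about 10% in these data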;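 also: 0% = DMSO wells and 100% = sodium butyrate wells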
DAX1 inh-1: DAX1 (NR0B1) inhibitors, primary screen, cell-based, HEK293, Gal4-DAX1, luciferase luminescence; 340,000 compounds, 0.99% hits; AID 504766, 2011; inhibition, % at 6.75 µM; Nuclear receptor subfamily 0 group B member 1 (Homo sapiens), P51843; HEK293 Gal4-DAX1 luciferase reporter;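 active = inhibition above the mean over all tested compounds plus 3 SD, cut at about 4.2% in these data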;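 also: 0% = DAX1-transfected cells with DMSO and 100% = empty-vector control cells with DMSO; inhibition shows as a rise in luminescence from relieved DAX1 repression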
Target sequence (P51843 207-470 limits assumed): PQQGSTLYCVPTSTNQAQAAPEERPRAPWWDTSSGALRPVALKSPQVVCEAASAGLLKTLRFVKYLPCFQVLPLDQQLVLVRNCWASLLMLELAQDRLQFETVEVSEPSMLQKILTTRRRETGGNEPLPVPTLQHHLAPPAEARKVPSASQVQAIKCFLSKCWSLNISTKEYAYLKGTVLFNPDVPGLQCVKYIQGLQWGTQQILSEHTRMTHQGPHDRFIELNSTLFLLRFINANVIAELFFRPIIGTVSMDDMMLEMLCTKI
DAX1 inh-2: DAX1 (NR0B1) inhibitors on StAR promoter, primary screen, cell-based, luminescence, SF-1 (NR5A1), full-length DAX-1 | HEK293T StAR-luciferase reporter, SF-1/DAX-1 repression relief | inhibition, % at 6.8 µM | AID 652010, 2013 | 370,000 compounds, 1.1% hits;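 active = inhibition above the mean over all tested compounds plus 3 SD, cut at about 3.6% in these data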;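 also: 0% = DAX-1 cells with DMSO and 100% = cells lacking DAX-1 with DMSO; higher inhibition means more luminescence from relief of DAX-1 repression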
NR1D1 modulator: modulators of Rev-erb alpha DNA binding, primary screen, biochemical, FITC-DNA, fluorescence polarization, uHTS; Rev-erbα–FITC-DNA binding, 90 min; AID 1259318, 2017; Nuclear receptor subfamily 1 group D member 1 (Homo sapiens), P20393; activity, % at 10 µM; 370,000 compounds, 0.79% hits;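 active = activity above about 14%, limit read from the data; passing the limit was not always enough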;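 also: 0% = DMSO wells with 35 nM protein and 100% = DMSO wells with 750 nM protein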
MBD2 inh: inhibitors of MBD2 binding to methylated DNA, primary screen, biochemical, TR-FRET, DNA-binding domain, human; Methyl-CpG-binding domain protein 2 (Homo sapiens), Q9UBB5; MBD2 binding to methylated oligonucleotide; inhibition, % at 4.4 µM; 370,000 compounds, 0.31% hits; in the data active = inhibition above about 13%
PLC-gamma1 inh: PLC-gamma1 enzyme inhibitors, primary screen, biochemical, fluorescence, purified enzyme; 1-phosphatidylinositol 4,5-bisphosphate phosphodiesterase gamma-1 (Homo sapiens), P19174; fluorogenic substrate; inhibition, % at 12.2 µM; 370,000 compounds, 0.84% hits; in the data active = inhibition above about 9.5%
SMARCA2 act: SMARCA2 (BRM) function activators, primary screen, cell-based, luminescence, high throughput | activation, % at 9.1 µM | MG213 cells, MMTV-luciferase reporter, dexamethasone, overnight | 370,000 compounds, 1% hits; in the data active = activation above about 7.8%;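 also: 0% = vehicle wells and 100% = reference activator wells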
ADAM17 inh: ADAM17 inhibitors, primary screen, biochemical, QFRET | recombinant ADAM17, EDANS/DABCYL FRET peptide cleavage | 370,000 compounds, 0.83% hits | inhibition, % at 6.95 µM;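 active = inhibition above the mean of compounds lying between control limits plus 3 SD, set per campaign, cut at about 8.5% in these data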;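 also: 0% = DMSO-only wells as the low control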
Target sequence (P78536 215-824 limits assumed): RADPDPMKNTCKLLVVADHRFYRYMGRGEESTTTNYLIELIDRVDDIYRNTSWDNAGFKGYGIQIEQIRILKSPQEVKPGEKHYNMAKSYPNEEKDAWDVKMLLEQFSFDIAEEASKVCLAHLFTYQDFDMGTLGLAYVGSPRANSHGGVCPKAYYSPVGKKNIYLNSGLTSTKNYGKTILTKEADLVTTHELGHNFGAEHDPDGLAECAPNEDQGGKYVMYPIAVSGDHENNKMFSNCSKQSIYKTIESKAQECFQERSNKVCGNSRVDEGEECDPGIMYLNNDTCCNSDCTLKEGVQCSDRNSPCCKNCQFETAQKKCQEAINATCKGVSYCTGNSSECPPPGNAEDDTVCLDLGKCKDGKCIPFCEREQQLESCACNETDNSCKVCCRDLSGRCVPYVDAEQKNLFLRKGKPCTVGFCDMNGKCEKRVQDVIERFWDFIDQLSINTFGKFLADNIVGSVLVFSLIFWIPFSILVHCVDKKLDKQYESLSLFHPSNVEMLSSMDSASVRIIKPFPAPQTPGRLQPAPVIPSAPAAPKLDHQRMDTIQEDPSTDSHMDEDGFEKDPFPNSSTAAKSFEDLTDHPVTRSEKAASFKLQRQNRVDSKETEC
Active calls of the source: *; nt = not tested or not shown.

SMILES | PLC-beta3 inh | hcDAF-12 act | ssDAF-12 act | hgDAF-12 ag | DAX1 inh-1 | DAX1 inh-2 | NR1D1 modulator | MBD2 inh | PLC-gamma1 inh | SMARCA2 act | ADAM17 inh
COc1ccc(C(C(=O)NC(C)(C)C)N(C(=O)CCC(=O)Nc2cc(C)on2)c2ccc(C)c(C)c2)cc1 (stereo not drawn) | -5 | -3.5 | -1.6 | -2.7 | -0.3 | -0.5 | -3 | 4 | 2 | -4 | -2
CN(C)CCOC(=O)C12CC3CC(C1)CC(C(=O)OCCN(C)C)(C3)C2 | 0 | -0.4 | -1.1 | -1.2 | 1.0 | -0.5 | -1 | -5 | 1 | -5 | 0
COCCNC(=O)CCn1nc(-c2ccc(C)cc2)ccc1=O | -8 | -0.6 | -0.5 | 1.5 | 0.9 | -0.2 | 4 | 7 | -5 | -2 | -13
O=C1[C@H]2[C@@H](c3ccc(F)cc3)N3C(=O)N(c4cccc(Cl)c4)C(=O)[C@@]3(Cc3ccccc3)[C@H]2C(=O)N1C1CCCCC1 | 1 | -1.2 | -1.3 | 1.1 | -0.7 | 0.2 | -2 | -3 | 3 | 1 | -3
COc1ccccc1C1NC(=O)c2ccccc2O1 (stereo not drawn) | -5 | -1.2 | -1.2 | 0.2 | 0.3 | -0.4 | -1 | -6 | -5 | -1 | -12
COc1cc(C(=O)NCC(=O)NNC(=O)C2COc3ccccc3O2)cc(OC)c1OC (stereo not drawn) | -6 | -0.1 | -1.6 | -1.0 | 0.5 | 1.9 | 0 | 4 | 1 | -2 | -1
O=C(Nc1ccc(O)cc1C(=O)O)c1cccc(Br)c1 | -4 | 0.8 | -1.3 | 1.6 | -0.3 | 0.3 | 0 | -2 | -3 | -3 | -4
CCN(CC)CCn1c2c(c(SCC(=O)Nc3cccc4ccccc34)nc1=O)CCC2 | -7 | -2.0 | -0.4 | -1.1 | -1.5 | 1.4 | -2 | 2 | 3 | -2 | -5
CC(=O)c1cccc(NC(=O)CSc2nnc(C(C)N(C)C)n2-c2ccc(F)cc2)c1 (stereo not drawn) | -7 | 0.7 | -0.3 | 1.5 | -1.2 | -0.5 | -4 | 5 | -1 | -3 | -2
Clc1ccc(C2=Nn3c(nnc3-c3n[nH]c4c3CCC4)SC2)cc1 | 4 | -2.1 | -1.0 | -4.0 | -0.8 | -0.9 | 3 | 0 | 0 | -1 | -5
OC(CC#CCN1CCCC1)(c1ccccc1)c1ccccc1 | -2 | -1.1 | -1.8 | -2.4 | 1.1 | 0.3 | 2 | -2 | -1 | 6 | -2
COCCn1c(SCC(=O)N2CCCC2)nnc1-c1ccoc1C | 4 | 5.1 | -0.8 | 0.4 | 0.7 | 0.3 | -3 | -1 | -1 | -1 | -3
O=C(CCCCCN1C(=O)C2C3C=CC(C3)C2C1=O)Nc1ccc(Cl)cc1 (stereo not drawn) | 1 | -2.8 | -1.3 | 1.2 | nt | -1.4 | -5 | -10 | 3 | -4 | 2
Cn1ccc2c(-c3ccc(C(C)(C)C)cc3)cc3c(c21)C1CCC3C1 (stereo not drawn) | -4 | -1.5 | -0.4 | -2.1 | nt | -0.1 | -3 | 4 | 4 | -3 | -5
N#Cc1ccsc1NC(=O)CSc1nnc(NC2CC2)s1 | 3 | 1.2 | -0.3 | 0.4 | 1.1 | 0.8 | -4 | 0 | 4 | -1 | 4
COC(=O)C1CN(CCc2ccccc2)CCS(=O)(=O)N1Cc1ccc(C(F)(F)F)cc1 (stereo not drawn) | -2 | 0.7 | -1.9 | 0.4 | nt | -1.6 | 4 | 3 | -2 | -3 | -1
CCN(CC)S(=O)(=O)c1cccc(-c2nnc(SCC(=O)N3CCC(C(=O)O)CC3)n2N)c1 | -2 | -0.1 | -1.9 | 2.4 | -1.6 | 0.5 | 3 | -2 | 2 | -1 | -2
Cc1ccc(S(=O)(=O)CC(C)(O)CS(=O)(=O)c2ccc(C)cc2)cc1 | -8 | 0.5 | -0.3 | 0.0 | 0.3 | 0.0 | -1 | -5 | 2 | -1 | 2
O=C(Cn1c2c(c(-c3ccccc3)cc1=O)CCCC2)N1CCCCCC1 | -5 | 0.3 | -1.5 | -1.4 | 0.7 | -1.3 | 9 | -2 | 6 | -4 | 3
COc1ccc(OC)c(CCNC(=O)CCc2cn(C)c3ccccc23)c1 | -4 | -2.6 | -1.2 | -0.8 | -1.4 | 0.2 | 0 | -3 | 1 | -1 | 1
COc1ccc(C2Nc3ccccc3C(=O)N2NS(=O)(=O)c2ccccc2)cc1OC (stereo not drawn) | -194 | -1.0 | -1.2 | -2.7 | 2.2 | 0.1 | 6 | 1 | -157 | 1 | -82
COc1ccc(C(=O)N2CCCC(Nc3ccc(C)c(C)c3)C2)cc1F (stereo not drawn) | -9 | -2.7 | -0.8 | 0.1 | 0.1 | 1.4 | -3 | 0 | -4 | -1 | 1
CC(=O)N1c2ccc(S(=O)(=O)N3CCCCC3)cc2CC1C(=O)NCc1ccc(N(C)C)cc1 (stereo not drawn) | -5 | 1.6 | -0.9 | 1.8 | 0.5 | 0.9 | 7 | 1 | -3 | 2 | -1
CCOC(=O)c1c(C)n(OC)c2ccc3c(no[n+]3[O-])c12 | -2 | -0.5 | -0.9 | 0.1 | -0.6 | -0.1 | -2 | 7 | 0 | -2 | -6
COC(=O)N/N=C/c1c(C)c(C(=O)c2ccc(F)cc2)n2ccccc12 | -15 | -2.3 | -2.1 | -0.2 | -2.0 | -1.8 | -1 | 4 | -13 | -1 | -6
COC(=O)c1cc2c(c3c4cc(F)ccc4n(S(=O)(=O)c4cccc(C)c4)c13)C(=O)N(Cc1ccc(N(C)C)cc1)C2 | -5 | 0.2 | -0.2 | 2.2 | nt | -0.1 | 27* | -2 | 1 | -4 | 0
C#CCOCCOCCOCCNc1nc(N2CCOCC2)nc(N2CCN(C(=O)[C@H](CCCCN)n3cc([C@@H](N)C(C)CC)nn3)CC2)n1 (stereo partly drawn) | 3 | -1.9 | -0.9 | -1.3 | -0.6 | -0.1 | -4 | 2 | 1 | 1 | -2
O=C1NC(=S)N/C1=C/c1cccnc1 | 10 | -2.0 | -1.8 | 12* | 3.2 | 0.3 | 5 | -2 | 11* | -2 | 1
CCCCN1/C(=C/c2cccc[n+]2C)Sc2cc(NC(C)=O)ccc21 | 6 | 1.4 | -0.9 | 2.2 | 1.6 | -0.2 | 2 | -8 | 5 | -2 | -1
COc1ccc(C(=O)/C=C2/c3ccccc3CC(C)(C)N2C)cc1 | 3 | 0.1 | -0.7 | 5.3 | -0.7 | -0.6 | -4 | 5 | 3 | 6 | 0
COc1cc(C)ccc1OCCCOc1c(Cl)cccc1Cl | -2 | -2.4 | -0.4 | -3.8 | -0.9 | -0.6 | 0 | 8 | 6 | 4 | -1
CCc1nnc(NC(=O)CSc2ncc(-c3ccccc3)n2CC)s1 | -2 | -1.1 | -1.0 | -0.2 | 0.1 | 0.0 | -4 | -7 | -3 | -4 | -8
Cc1ccc(N2C(=O)C(CN(C)C)C2c2ccccc2)cc1 (stereo not drawn) | 1 | -1.1 | -1.4 | -1.7 | -0.5 | 0.6 | -2 | 0 | 0 | 2 | -3
CS(=O)(=O)N(CC(=O)N1CCc2ccccc2C1)Cc1ccc(F)cc1 | -5 | -1.7 | -1.8 | 1.3 | -0.5 | 0.0 | -2 | 1 | 0 | -4 | 0
CNC(=O)CC1C(=O)N(c2ccc(OC)cc2)C(=S)N1NC(=O)c1cccc(F)c1 (stereo not drawn) | -10 | -0.9 | 0.2 | 1.2 | nt | 0.0 | -3 | 1 | -1 | -2 | -2
Cc1ccc(-n2nc(C)c3c(C)cc(=O)[nH]c32)cc1 | -104 | 3.8 | 3.5* | 3.6 | 0.6 | 0.7 | -3 | -4 | -3 | -1 | -5
COc1ccc(S(=O)(=O)N2CCCC2CNC(=O)C(=O)NCc2ccccc2Cl)cc1 (stereo not drawn) | -15 | 0.2 | -0.5 | -3.5 | -0.9 | 1.1 | 7 | 1 | -5 | -3 | -5
COc1ccc(NC(=O)c2cc(C3CCCCN3S(=O)(=O)c3cn(C)cn3)on2)c(C)c1 (stereo not drawn) | 3 | -0.2 | -0.9 | -0.4 | nt | -0.6 | -4 | 0 | 1 | 0 | -5
Clc1ccc(-c2nnc(N3CCCC3)nn2)cc1 | 3 | 4.2 | 0.0 | 9.9 | 8.8* | 1.9 | 2 | -4 | 2 | 4 | 2
CCOc1ccccc1C(=O)N/N=C/c1coc2ccc(C)cc2c1=O | -15 | 2.4 | 0.3 | 8.7 | 0.0 | -0.4 | -6 | -5 | -11 | 0 | -1

No new results follow: 2 of the compounds above.
SMILES | PLC-beta3 inh | hcDAF-12 act | ssDAF-12 act | hgDAF-12 ag | DAX1 inh-1 | DAX1 inh-2 | NR1D1 modulator | MBD2 inh | PLC-gamma1 inh | SMARCA2 act | ADAM17 inh
Clc1ccc(-c2nnc(N3CCCC3)nn2)cc1 | 3 | 4.2 | 0.0 | 9.9 | 8.8* | 1.9 | 2 | -4 | 2 | 4 | 2
CCOc1ccccc1C(=O)N/N=C/c1coc2ccc(C)cc2c1=O | -15 | 2.4 | 0.3 | 8.7 | 0.0 | -0.4 | -6 | -5 | -11 | 0 | -1

The list goes on.
SMILES | PLC-beta3 inh | hcDAF-12 act | ssDAF-12 act | hgDAF-12 ag | DAX1 inh-1 | DAX1 inh-2 | NR1D1 modulator | MBD2 inh | PLC-gamma1 inh | SMARCA2 act | ADAM17 inh
Cc1c(OCC(=O)C(C)(C)C)ccc2c(-c3ccccc3)cc(=O)oc12 | -29 | -1.8 | -1.1 | -2.3 | -0.5 | -0.2 | 8 | -6 | -16 | -1 | 0
COc1cc(C(=O)NCCSc2ccc(Cl)cc2)cc(OC)c1OC | -3 | -1.0 | -1.4 | -1.7 | 0.5 | 0.5 | 3 | 1 | 5 | -3 | -4
O=C(O)CCCCCCCCCCCc1ccccc1 | 4 | -0.2 | -0.3 | -1.3 | 2.8 | 1.0 | -2 | -5 | -1 | 0 | -1
COC(=O)CCCC[C@@H]1SC[C@@H](NC(=O)OC)[C@@H]1NC(=O)OC | 9 | -1.1 | -1.2 | -1.0 | -0.8 | -0.3 | 10 | -3 | 4 | 5 | 0
COC(=O)c1c(C(=O)OC)c2oc3ccccc3n2c1Cl | -15 | 2.3 | -0.8 | 0.1 | 0.1 | -0.8 | 5 | 6 | -13 | 1 | -5
Cc1ccc(-c2cc3nc(-c4ccc(Br)cc4)cc(N)n3n2)cc1 | -174 | -0.3 | -0.8 | -0.2 | -1.0 | -0.1 | 10 | -4 | -146 | -1 | -33
